Compound activity as filed in PubChem BioAssay.
TDP-43 yeast inh: rescues yeast growth from TDP-43 toxicity; 410,000 tested, 1.8% active; Potency, µM (series often up to 46.1 µM), without a hit: at the top dose growth rescue (activation), actives largely listed as activators; TDP-43 expressing yeast growth rescue, BacTiter-Glo, 24 h; also: % of control where 0% means no effect; nearly all actives have a fitted effect of over 50% in size
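Galactose-induced TDP-43 yeast, OD600=0.02, compound pinned; 24 hr, 30 deg C; BacTiter-Glo luminescence for growth. Inhibitors of TDP-43 toxicity read as activators.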
PTHR1 ag: PTHR1 (human) receptor agonism; Potency, µM (highest dose often 115 µM), for the others: at the highest dose activation, most hits filed as activators; 410,000 tested, 0.075% active; AID 743266; HEK293 GP2 PTHR1 cells, GloSensor cAMP luminescence, 1 h; also: nearly all actives have a fitted effect of over 55% in size; some results filed as inactive show a strong effect at the top dose; inactives centre near -15; many of its hits are not listed in these tables
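HEK-293-derived GP2 cells expressing PTHR1 and a GloSensor cAMP reporter, 3,000/well, plated overnight, given luciferin plus IBMX (each 0.5 mM as added) for 1 h at 37 °C, then compound for 1 h at 37 °C. Luminescence was read after 15 min at room temperature.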
EPAC1 ag: EPAC1 (human) agonism | EPAC1 agonist qHTS, biochemical assay; response scale: 100% = response to 6.5 mM cAMP | O95398 | 360,000 tested, 0.073% active | Potency, µM (highest dose often 154 µM), inactives show at the highest dose activation, most hits filed as activators; also: nearly all actives have a fitted effect of over 60% in size
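Fluorescent GDP-exchange assay: 100 nM EPAC1 with 250 nM Rap1B preloaded with BODIPY-GDP and 50 uM GDP; compounds tested as concentration series, 5 min at room temperature, then read every 5 min for 30 min (ex 480/em 540 nm); normalized to 6.5 mM cAMP.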
EPAC2 antagonist: antagonists of human EPAC2; AID 720708; Q8WZA2; Potency, µM (titrated, usually from 114 µM), for the others: top-dose activity, negative = inhibition, most hits filed as inhibitors; 360,000 tested, 0.18% active; EPAC2 GEF exchange of Rap1B-BODIPY-GDP, fluorescence; also: % is scaled to controls: 0 for no effect and ±100 for the full control effect; nearly all actives have a fitted effect of over 45% in size; many of its hits are not listed in these tables
Target sequence (Q8WZA2 whole entry, looked up): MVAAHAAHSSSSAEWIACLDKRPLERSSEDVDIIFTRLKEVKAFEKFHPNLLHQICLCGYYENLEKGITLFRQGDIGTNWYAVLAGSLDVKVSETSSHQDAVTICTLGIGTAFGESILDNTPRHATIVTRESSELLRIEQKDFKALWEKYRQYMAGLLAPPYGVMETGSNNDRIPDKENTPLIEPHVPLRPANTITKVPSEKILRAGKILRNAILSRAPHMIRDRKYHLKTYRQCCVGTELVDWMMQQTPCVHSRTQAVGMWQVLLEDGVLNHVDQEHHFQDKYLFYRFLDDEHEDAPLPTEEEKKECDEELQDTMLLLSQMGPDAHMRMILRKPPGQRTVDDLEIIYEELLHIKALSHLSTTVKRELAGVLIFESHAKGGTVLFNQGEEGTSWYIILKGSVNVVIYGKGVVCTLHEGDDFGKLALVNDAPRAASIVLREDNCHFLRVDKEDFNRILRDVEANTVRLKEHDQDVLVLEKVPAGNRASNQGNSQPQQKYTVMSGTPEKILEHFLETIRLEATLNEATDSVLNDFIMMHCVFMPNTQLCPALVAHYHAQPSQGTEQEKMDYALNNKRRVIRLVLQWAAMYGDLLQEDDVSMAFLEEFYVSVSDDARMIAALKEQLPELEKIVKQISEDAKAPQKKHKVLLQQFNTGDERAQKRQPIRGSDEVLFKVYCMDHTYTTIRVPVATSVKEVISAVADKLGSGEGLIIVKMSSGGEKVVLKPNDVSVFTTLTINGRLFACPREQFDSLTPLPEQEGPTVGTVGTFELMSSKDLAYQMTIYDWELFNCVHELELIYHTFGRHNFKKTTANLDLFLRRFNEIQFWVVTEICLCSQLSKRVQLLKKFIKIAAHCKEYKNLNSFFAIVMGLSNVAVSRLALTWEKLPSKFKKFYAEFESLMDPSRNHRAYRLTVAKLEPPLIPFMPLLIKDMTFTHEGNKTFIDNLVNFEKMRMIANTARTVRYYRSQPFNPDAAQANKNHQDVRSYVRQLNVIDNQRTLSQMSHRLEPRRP
EPAC1 antag: EPAC1 (human) antagonism; Potency, µM (titrated, usually from 115 µM), for the others: top-dose activity change, negative = inhibition, actives largely listed as inhibitors; 360,000 tested, 0.14% active; EPAC1 GEF assay, Rap1b-BODIPY-GDP exchange fluorescence;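 also: plate controls were vehicle for no effect and positive control for full effect; nearly all actives have a fitted effect of over 50% in size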
aSyn rescue: rescues yeast growth from alpha-synuclein toxicity; Yeast expressing alpha-synuclein, growth rescue, BacTiter-Glo, 24 h; AID 652106; 370,000 tested, 0.14% active; Potency, µM (doses to about 46.1 µM), for inactives: at the highest dose growth rescue (activation), most hits filed as activators; also: % of control where 0% means no effect; nearly all actives have a fitted effect of over 65% in size
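Screening used galactose-induced yeast with toxic alpha-synuclein levels, exposed to compound for 24 hr at 30 deg C. Cell growth, read with BacTiter-Glo luminescence, gave the measured signal.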
EPAC2 agonist: agonists of human EPAC2 (RAPGEF4); EPAC2 activation, biochemical qHTS; response scale: 100% = 6.5 mM cAMP response; Potency, µM (titrated, usually from 154 µM), inactives show at the top dose activation, actives largely listed as activators; 360,000 tested, 0.079% active; AID 720711; Q8WZA2; also: nearly all actives have a fitted effect of over 50% in size
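Nucleotide exchange monitored as fluorescence drop when BODIPY-GDP leaves Rap1B. Reaction: 100 nM EPAC2, 250 nM RAP1B-BODIPY-GDP, 50 uM GDP, room temperature, kinetic read over 30 min. Activity expressed relative to 6.5 mM cAMP.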
FUS suppressor: rescues growth of FUS-expressing yeast; S. cerevisiae FUS-expressing, growth rescue, OD600, 24 h; Potency, µM (top dose mostly 76.6 µM), inactives show at the highest dose growth rescue (activation), hits mostly activators; 390,000 tested, 0.24% active; AID 1347120;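 also: plate controls were DMSO vehicle for no effect and reference control for full effect; nearly all actives have a fitted effect of over 55% in size; some results filed as inactive show a strong effect at the top dose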
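S. cerevisiae expressing FUS from galactose induction served as the toxicity model. Growth after 24hr at 30C, read as absorbance at 600 nm, indicates suppression of toxicity; compounds dosed at several concentrations.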
* = called active by the depositor; i = inactive; ? = inconclusive; / = not tested or not shown; [ ] = dose if it differs, or a comment. Calls follow the shape of the dose curve; as a rule, active = well fitted curve in the direction sought with a large enough effect; inconclusive = small, poorly fitted or top-dose-only effect, or another doubt; inactive = no such curve, though single readings can be large; an effect the other way counts as inactive or inconclusive. Potency is read from the fitted curve at half-maximal effect. A portion of the library; rates above refer to the full screens.

mol | TDP-43 yeast inh | PTHR1 ag | EPAC1 ag | EPAC2 antagonist | EPAC1 antag | aSyn rescue | EPAC2 agonist | FUS suppressor
Cc1ccc(NC(=O)c2nc[nH]c2C(=O)NCCN(CCNC(=O)c2[nH]cnc2C(=O)Nc2ccc(C)cc2)CCNC(=O)c2[nH]cnc2C(=O)Nc2ccc(C)cc2)cc1 | 10% | -27% | 6% | 1% | -2% | -6% | 3% | -13%
O=C(Nc1ccccc1C(=O)Nc1ccc(Cl)cc1)c1cccnc1 | 14µM* | i | 4% | -2% | -25% | -3% | 3% | -10%
COCCN(Cc1cc2cc(C)ccc2n2nnnc12)C(=S)Nc1cccc(C)c1 | -6% | i | 4% | -2% | ? | -4% | 11% | -5%
CCCNC(=O)COC(=O)c1ccccc1OCc1ccc(Cl)cc1 | 14% | i | 7% | -7% | -15% | 10% | 4% | 22%
O=C(/C=C/c1ccc([N+](=O)[O-])cc1)OCC(=O)N1CCCC1 | 8% | -45%[inhibitor] | 9% | -2% | -7% | 1% | ? | 9%
O=C(Cc1ccccc1)O/N=C1\CCCc2ccccc21 | 5% | i | 8% | 2% | ? | 1% | 11% | 7%
O=C(Nc1ccc(N2CCN(C(=O)c3ccccc3)CC2)c(Cl)c1)c1ccco1 | 5% | -22%[57.5 µM] | 0% | -1% | -20% | 3% | -23% | 23%
CC(NC(=S)NC1CCCCC1)c1ccc(C(C)(C)C)cc1 (centres undefined) | -4% | -8% | -26% | -10% | -28% | -24% | -9% | 15%
O=C(CNC(=O)c1ccco1)NCC(=O)OCc1ccc(Cl)cc1Cl | 12% | -6% | 2% | 18% | -3% | 0% | 8% | -11%
CCOC(=O)CCC(NC(=O)c1ccccc1C(=O)NC(CCC(=O)OCC)C(=O)OCC)C(=O)OCC (centres undefined) | -21% | i | -6% | 14% | -3% | 0% | -13% | 25%
O=C(NCC(c1ccco1)N1CCN(c2ccc(F)cc2)CC1)C(=O)NC1CCCCC1 (centres undefined) | 5% | -16% | 0% | -1% | -6% | 1% | 3% | 2%
CS(=O)(=O)Nc1ccc(-c2ccc(/C=C3\SC(N)=NC3=O)o2)cc1 | -1% | -7% | -14% | 3% | 9% | -6% | 4% | 9%
C=CCNC(=S)N/N=C/c1cn(C)c2ccccc12 | 20µM* | -5% | -15% | 3% | -8% | -11% | -1% | 0%
O=C(Nc1ccc(N2CCN(C(=O)c3ccco3)CC2)cc1)c1ccco1 | 5% | i | 1% | 17% | 5% | 0% | 0% | -3%
O=C(CC1N=C2c3ccccc3N=C(SCc3ccccc3Cl)N2C1=O)NCc1ccco1 (centres undefined) | -22% | i | 15% | -10% | -9% | -9% | -1% | ?
Cc1cnc(C(=O)OCC(=O)Nc2ccccc2[N+](=O)[O-])cn1 | -4% | i | 15% | -3% | -13% | 1% | 3% | 10%
Cc1onc(-c2ccccc2)c1NC(=O)OC(C)c1cccnc1 (centres undefined) | 7% | i | 6% | 11% | 5% | 2% | 11% | -11%
O=C(NCCCO)c1cc2c([nH]c3ccccc32)c(-c2ccccc2)n1 | -14% | -12% | 4% | -5% | 2% | 13% | 3% | 13%
O=[N+]([O-])c1ccccc1S(=O)(=O)Nc1ccc(S(=O)(=O)N2CCOCC2)cc1 | 1% | i | 9% | 0% | -27% | 4% | 8% | 1%
O=C1NC[C@H](CCCCN2C[C@H](Cc3ccc(O)cc3)N(CCc3ccccc3)C(=O)C2=O)N(Cc2ccccc2)C1=O | 12% | 24% | -16% | -1% | -16% | -7% | 10% | 17%
O=C(CN(C(=O)c1ccccc1Cl)C1CCCCC1)Nc1ccc(Cl)c([N+](=O)[O-])c1 | -5% | -1% | 12% | -5% | 7% | 7% | 7% | 25%
Cn1cnnc1SCC(=O)NCCC1=CCCCC1 | 1% | i | 4% | -4% | 9% | -1% | -4% | /
Cc1cccc(NC(=O)COc2ccc3c(c2)CCC3)n1 | ? | -13% | 29% | -10% | -26% | -22% | 3% | 14%
CO/N=C/CC(=O)c1cnc(-c2ccccc2)s1 | 23% | i | 6% | 2% | -4% | 21% | 6% | 27%
CN(C)c1cc(-c2ccc(C#N)cc2)oc(=O)c1Cl | 30% | i | 5% | 7% | -2% | -5% | 6% | 6%
O=C(O)CCC(=O)N1N=C(c2ccco2)CC1c1ccco1 (centres undefined) | -5% | i | 0% | -14% | -2% | -9% | 2% | 7%
Cc1ccc(CSCC(=O)N(C)CC(=O)Nc2ccc(Cl)c(Cl)c2)cc1 | 18% | -29% | 7% | -7% | -8% | 8% | 0% | -9%
O=C(Cc1nc(-c2cnccn2)no1)NNC(=O)Nc1ccccc1 | 18% | i | 5% | 8% | -7% | -4% | 7% | 13%
COc1ccc(/C=N/NC(=O)c2ccccc2)cc1OS(=O)(=O)c1ccccc1 | -8% | i | 2% | -5% | 4% | 3% | 13% | 5%
CCCCN(CC)Cc1ccc(CNC(=O)Nc2ccc(Cl)cc2)o1 | -30% | i | -2% | 8% | -24% | -2% | 15% | 32%
Cc1cccc2nc(CSc3ncccc3C(=O)O)cn12 | 19% | 14% | 16% | -6% | -15% | -1% | 8% | -38%
O=C(NCC1CCOCC1)c1cccc2c(-c3cccnc3)coc12 | 24% | i | -4% | 12% | -6% | 1% | 8% | -19%
CCC(CCNC(=O)c1ccccc1)(CCNC(=O)c1ccccc1)[N+](=O)[O-] | -1% | -24% | -2% | 16% | 10% | 7% | 4% | /
CSC(=NC#N)N1CCN(C(=NC#N)SC)CC1 | -9% | -5% | 2% | -7% | -4% | -2% | 8% | -10%
O=C(Cc1cccs1)N/N=C/C=C/c1ccccc1[N+](=O)[O-] | -12% | -18% | 5% | 10% | -29% | 7% | -4% | 14%
O=C(NCCCCc1ccccc1)c1ccccc1Cl | ? | -19% | -3% | 2% | -3% | 2% | 3% | 7%

Pulled by structure from the entries so far (four):
mol | TDP-43 yeast inh | PTHR1 ag | EPAC1 ag | EPAC2 antagonist | EPAC1 antag | aSyn rescue | EPAC2 agonist | FUS suppressor
CCOC(=O)CCC(NC(=O)c1ccccc1C(=O)NC(CCC(=O)OCC)C(=O)OCC)C(=O)OCC (centres undefined) | -21% | i | -6% | 14% | -3% | 0% | -13% | 25%
O=[N+]([O-])c1ccccc1S(=O)(=O)Nc1ccc(S(=O)(=O)N2CCOCC2)cc1 | 1% | i | 9% | 0% | -27% | 4% | 8% | 1%
Cc1cnc(C(=O)OCC(=O)Nc2ccccc2[N+](=O)[O-])cn1 | -4% | i | 15% | -3% | -13% | 1% | 3% | 10%
O=C(Cc1ccccc1)O/N=C1\CCCc2ccccc21 | 5% | i | 8% | 2% | ? | 1% | 11% | 7%

Additional records:
mol | TDP-43 yeast inh | PTHR1 ag | EPAC1 ag | EPAC2 antagonist | EPAC1 antag | aSyn rescue | EPAC2 agonist | FUS suppressor
CCCC(O)(CCN(C)C)c1ccc(OC)cc1 (centres undefined) | 5% | i | 7% | 3% | 1% | 4% | -6% | -16%
O=C(Nc1ccccc1C(=O)O)c1cc(S(=O)(=O)N2CCOCC2)cs1 | -13% | -1% | -3% | 1% | -9% | 3% | 7% | 4%
Cc1ccc(C(=O)OCC(=O)Nc2ccccc2C(F)(F)F)cc1S(=O)(=O)N1CCOCC1 | 0% | i | -1% | -4% | -13% | -6% | -6% | 18%
O=C(Nc1ccc(Nc2ccccc2)cc1)c1ccc(Br)o1 | -44%[inhibitor] | -25% | 9% | -13% | -13% | 19% | 13% | /
N#CC(C#N)=C(N)Nc1cccc(Cl)c1 | -3% | -39%[inhibitor] | 3% | -2% | -8% | 0% | 0% | 6%
CC(C(=O)N1CCc2ccccc21)N1CCN(S(=O)(=O)c2ccc(C(F)(F)F)cc2)CC1 (centres undefined) | -4% | -16% | 21% | -1% | 3% | 5% | 0% | /
COCCn1c(=O)[nH]c2cc(C(=O)NCc3cccnc3)ccc2c1=O | 13% | -6%[57.5 µM] | -1% | 13% | 15% | -8% | -2% | 21%
COc1ccc(/C=C2/CCC(CN3CCOCC3)C2=O)cc1 (centres undefined) | -91%[inhibitor] | -38%[inhibitor] | 1% | 5% | 3% | -79%[inhibitor] | -2% | /
CCCCCC(=O)N1C[C@H](n2cc(C3CC3)nn2)[C@@H](O)C[C@@H]1c1ccccc1 | 0% | -11% | -9% | 6% | 13% | -1% | -7% | 25%
Nc1nc(=S)c2ncn(C3CCCCC3)c2[nH]1 | -5% | -17% | 5% | -4% | 2% | 7% | -3% | -7%
CCOC(=O)C1(Cc2cccc(OC)c2)CCN(CC(O)CO)CC1 (centres undefined) | 12% | i | 6% | -7% | 4% | 2% | 2% | -37%
Cc1cccc(-n2ncc3c2CCCC3NC(=O)CCN2CCCCO2)c1C (centres undefined) | -3% | -9% | 10% | 5% | -11% | 5% | 1% | /
CCOC(=O)CCc1c(C)c(C#N)c2nc3ccccc3n2c1-n1ccnc1 | -5% | -11%[57.5 µM] | 1% | 17% | 8% | -1% | -5% | 17%
O=C(CSC(=S)N1CCCC1)N/N=C/c1c(O)[nH]c(=S)[nH]c1=O | 21% | -94%[inhibitor] | -1% | -6% | -1% | -5% | 1% | -8%
Clc1ccc(-c2ncc3ccccn23)c(Cl)c1 | ? | i | -1% | ? | -3% | 2% | 0% | -2%
CC(C)[C@H](NC(=O)OCc1ccccc1)C(=O)OCC(=O)NC1CCCCC1 | -23% | -9%[57.5 µM] | 2% | -5% | -2% | 1% | -1% | ?
Cc1oc(CC(C)C)cc1C(=O)NCCCC(=O)O | 14% | 16% | -2% | 2% | 3% | -6% | 8% | -22%
COc1ccc(CN2C(=O)C(C)=C(C)C2OC)cc1 (centres undefined) | -14% | i | -2% | 10% | 2% | -1% | 5% | -26%
OCCC1CN(C2CCN(c3ccccc3F)CC2)CCN1Cc1ccccc1 (centres undefined) | -5% | -19% | -10% | -1% | -18% | -5% | 6% | 9%

Whole records from above. Values in the order: TDP-43 yeast inh, PTHR1 ag, EPAC1 ag, EPAC2 antagonist, EPAC1 antag, aSyn rescue, EPAC2 agonist, FUS suppressor
Clc1ccc(-c2ncc3ccccn23)c(Cl)c1 across the screens: ?, i, -1%, ?, -3%, 2%, 0%, -2%
OCCC1CN(C2CCN(c3ccccc3F)CC2)CCN1Cc1ccccc1 (centres undefined) across the screens: -5%, -19%, -10%, -1%, -18%, -5%, 6%, 9%
O=C(CSC(=S)N1CCCC1)N/N=C/c1c(O)[nH]c(=S)[nH]c1=O across the screens: 21%, -94%[inhibitor], -1%, -6%, -1%, -5%, 1%, -8%
COc1ccc(CN2C(=O)C(C)=C(C)C2OC)cc1 (centres undefined) across the screens: -14%, i, -2%, 10%, 2%, -1%, 5%, -26%
Cc1oc(CC(C)C)cc1C(=O)NCCCC(=O)O across the screens: 14%, 16%, -2%, 2%, 3%, -6%, 8%, -22%
